Assay outcomes as filed in PubChem.
EWS-Fli inh: inhibitors of EWS/Fli oncoprotein transcriptional activity; 350,000 compounds, 0.67% hits; inhibition, % at 12.6 µM; A673 NR0B1-luciferase reporter, viability-normalised;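 active = mean inhibition of at least 50% after viability correction, with every replicate also passing that limit; inconclusive = mean reaches 50% but only one of two replicates passes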;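 note: firefly luciferase signal divided by Alamar Blue viability fluorescence both relative to DMSO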
F508del corr: CFTR F508del correction in bronchial cells | 350,000 compounds, 0.36% hits | CFBE cells, YFP halide quenching; stimulated with forskolin plus potentiator P3; % fluorescence drop versus neutral controls | activity (quench increase), % at 7.58 µM;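 active = mean added fluorescence quench of at least 8% versus neutral control, with both replicates also reaching 8%; inconclusive = only one of the mean or replicate conditions met; inactive = mean below 8% and not both replicates reaching 8%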;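 note: cells transiently co-express mutant CFTR-F508del with the halide-sensitive YFP; corrector assay measuring rescue of mutant channel to the surface after 24 h compound exposure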
GSIS activator: primary screen for activators of insulin secretion dependent on glucose, INS-1E cells, GLuc reporter luminescence; 370,000 compounds, 0.61% hits; AID 743287; activation, % at 16.6 µM; INS-1E GLuc reporter insulin secretion, 2-3 h;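 active = lowest replicate activation of at least 40%, so every replicate reaches that level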;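 note: 0% = median of neutral control wells and 100% = median of IBMX positive control wells; some compounds called inactive have numbers as strong as hits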
FN deposition inh: fibronectin deposition inhibition; AH1F fibroblasts, Alexa488-fibronectin deposition fluorescence, overnight; inhibition, % at 12.6 µM; 350,000 compounds, 0.086% hits; AID 743247;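 active = mean inhibition across replicates of 30% or more, regardless of how many single replicates reach that level; inconclusive = mean under 30% yet at least half of replicates reach 30%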;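 note: positive control wells lacked labelled fibronectin entirely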
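Assay system: AH1F fibroblast monolayer, labelled fibronectin deposition. Amount: 10000 cells per well. Also added: labelled fibronectin 24 nM. Compound: single-point pinned compound. Incubation: cell attachment 1 h, compound and FN exposure overnight. Detection: fluorescence after three HBSS washes, excitation 485 nm, emission 525 nm. Read-out: inhibition of fibronectin deposition signal.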
miR122 inh: inhibitors of miR-122 in Huh7 cells; Huh7 miR-122 Renilla luciferase sensor, 48 h; neutral wells = 0, positive control = 100; activation (reporter increase), % at 12.5 µM; 340,000 compounds, 0.3% hits;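 active = mean replicate activation score at least 90 and every replicate individually at or above 90; inconclusive = only one of the two criteria met; inactive = neither criterion met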;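 note: higher luciferase means less miR-122 activity so hits act as miR-122 inhibitors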
DENV2 CPE: inhibitors of DENV2 cytopathic effect; DENV2-infected cells, cytopathic effect rescue, plate reader; CPE inhibition, % at 9.99 µM; 350,000 compounds, 1.7% hits; AID 651640; in the data active = CPE inhibition above about 20%, passing the limit was not always enough; inconclusive = no clear call, values can overlap the other calls; tested in BHK-21 cells;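 note: 0% = median of neutral control wells and 100% = median of positive control wells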
PAX8 reporter: lowers PAX8-driven luciferase in RMG-I cells. inhibition, % at 12.6 µM. 360,000 compounds, 1.2% hits. RMG-I TPO-luciferase reporter, SteadyGlo, 24 h;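 active = mean replicate inhibition at least 60% with every replicate also reaching 60%; inconclusive = only one of the two criteria is met; inactive = mean below 60% and not all replicates reaching 60%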;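 note: luciferase light reporting Pax8 driven TPO promoter activity; plate controls were median of neutral control wells for no effect and mitoxantrone controls for full effect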
The depositor's hits bear a star; ? = inconclusive; nt = no result given; [ ] = another dose, or the depositor's remark.

Values run as follows: EWS-Fli inh	F508del corr	GSIS activator	FN deposition inh	miR122 inh	DENV2 CPE	PAX8 reporter
CNC(=O)C[C@H]1CC[C@H]2[C@@H](COC[C@@H](O)CN2Cc2ccc(Cl)c(Cl)c2)O1
 : 5	2.6	3	5	6[16.7 µM]	6	-7
C[C@@H]1CN([C@H](C)CO)C(=O)CCCn2cc(nn2)CO[C@@H]1CN(C)C(=O)Nc1ccc(N2CCCCC2)cc1
 : -4	1.6	6	-10	3[16.7 µM]	2	nt
COc1ccccc1C1N(c2ccc(F)cc2)C(=O)C2CCCN21 (stereo not given)
 : nt	nt	nt	-3	-6	nt	4
COc1ccc(/C=N/NC(=O)Cn2cnc3ccccc3c2=O)cc1
 : nt	nt	15	-1	-4	nt	-1
CCc1ccc(Nc2nnc(SCC(=O)Nc3cccc(S(=O)(=O)NC4=NCCCCC4)c3)s2)cc1
 : nt	nt	-8	-4	5	nt	-92
CC(NC(=O)Cc1ccccc1)c1cc2c(cc1Br)OCCCO2 (stereo not given)
 : 11	nt	nt	1	nt	-2	5
O=S(=O)(c1ccc(F)cc1)N1CCC(c2nc3ccccc3[nH]2)CC1
 : 6	2.4	-4	-2	nt	11	13
CC1(C(=O)NS(=O)(=O)c2ccc(Cl)s2)CCN1C(=O)C1(c2ccc(Cl)cc2)CC1 (stereo not given)
 : 4	1.4	nt	-3	11	?	-4
O=[N+]([O-])c1ccc(-c2ccc(S(=O)(=O)N3CCOCC3)cc2)cc1
 : 8	-1.6	7	-1	-1	-1	-6
CCCCc1cc(=O)oc2c(C)c(OCC(=O)N3CCC(C(=O)O)(c4ccccc4)CC3)ccc12
 : 8	2.7	-1	nt	-6	-7	nt
O=C(Cn1ncc(Cl)c(Cl)c1=O)NC1CCS(=O)(=O)C1 (stereo not given)
 : 1	-0.9	1	16	nt	-5	27
COc1ccc(S(=O)(=O)Nc2ccc3c(c2)C(=O)N([C@@H](C)CO)C[C@H](C)[C@@H](CN(C)S(=O)(=O)c2ccc(Cl)cc2)O3)cc1
 : 3	5.8	-12	nt	-3[16.7 µM]	13	-1
Cc1cc(NC(=O)CSc2nc(-c3cccs3)nc3ccccc23)no1
 : 58*	2.1	8	20	nt	-7	27
C=CCn1c(O)c2ccc(C(=O)N=NC(=O)COc3ccccc3F)cc2c1O
 : 1	-4.3	16	5	2	-3	10
CC(C)C[C@@H](CN1CCC[C@@H]1CN1C(=S)NC[C@@H]1Cc1ccc(O)cc1)N1C[C@H](Cc2ccc(O)cc2)N(CCc2ccccc2)C1=S
 : 5	-2.4	-9	-3	7	-13	21
Cc1noc(C)c1NC(=O)Nc1ccc2c(c1)C(=O)N([C@@H](C)CO)C[C@H](C)[C@@H](CN(C)Cc1ccc(Cl)c(Cl)c1)OCCCC[C@H](C)O2
 : 6	0.7	-18	nt	-1[16.7 µM]	27*	-15
CC(=O)N1N=C(c2ccccc2)CC1c1ccccc1 (stereo not given)
 : 8	0.3	nt	0	1	-4	2
Cc1cc(C)n(C(=O)C(C)n2nc([N+](=O)[O-])c(Br)c2C)n1 (stereo not given)
 : 0	nt	5	-10	nt	-7	32
O=C(c1cc2c([nH]c1=O)CCCC2)N1CCc2c([nH]c3ccccc23)C1c1ccccc1F (stereo not given)
 : 17	-0.2	6	8	nt	-5	26
COC(=O)C[C@@H]1CC[C@H](NC(=O)Nc2ccc(OC)cc2)[C@@H](CO)O1
 : -8	-1.9	9	6	nt	-1	-6
CN1C[C@H]2[C@@H](c3ccccc31)[C@H](CO)N2C(=O)Nc1ccccc1Cl
 : -28	-2.4	1	nt	-17[16.7 µM]	9	-41
COc1ccc(NC(=O)Nc2cccc3c2O[C@H](CN(C)C(=O)Nc2ccccc2)[C@H](C)CN([C@@H](C)CO)C3=O)cc1
 : -2	-0.2	-14	nt	-1[16.7 µM]	12	nt
CC1=C([N+](=O)[O-])C(c2ccc(O)c(O)c2)NC(=O)N1 (stereo not given)
 : 7	-1.6	6	-4	-2	4	4
C[C@@H]1CN([C@H](C)CO)C(=O)c2cc(/C=C/c3ccccc3)cnc2O[C@H]1CN(C)C(=O)c1cnccn1
 : -3	-0.4	28	-7	-7[16.7 µM]	3	nt
CCOc1ccccc1OCCCC(=O)N1CCN(S(=O)(=O)c2ccc(Cl)cc2)CC1
 : 0	1.3	-60	-2	-11	3	1
CCN(CC(=O)Nc1ccc(NC(C)=O)cc1)C(=O)CCCOc1ccc(C(C)(C)C)cc1
 : 4	-0.4	-63	1	nt	-8	-7
O=C1C(=O)N(Cc2cccnc2)C(c2cccc([N+](=O)[O-])c2)/C1=C(\O)c1ccc2c(c1)OCCO2 (stereo not given)
 : -4	5.1	6	-3	1	8	-14
CCCCCCCCNCCS(=O)(=O)NCc1ccc(OC)cc1
 : -1	3.6	-4	-7	-2	-1	5
COc1ccc(C(C)(C)C)cc1NC(=O)C1C2C=CC(C2)C1C(=O)O (stereo not given)
 : nt	nt	nt	-1	-3	nt	-1
COc1ccc(C(=O)Nc2ccc3c(c2)OC[C@@H](C)N(Cc2cocn2)C[C@@H](C)[C@@H](OC)CN(C)C3=O)cc1
 : -6	-0.6	9	7	nt	-1	-1
CC(=O)c1ccc(-n2c(CCC(=O)O)ccc2-c2ccc(Br)cc2)cc1
 : -17	nt	-3	-4	-8	-3	-1
C[C@@H]1CN([C@H](C)CO)C(=O)c2cc(NC(=O)Nc3ccccc3)ccc2O[C@H]1CN(C)Cc1ccc(C(F)(F)F)cc1
 : 1	-3.3	1	nt	-2[16.7 µM]	7	nt
C[C@@H]1CCCCO[C@H](CN(C)C(=O)NC2CCCCC2)[C@H](C)CN([C@H](C)CO)C(=O)c2cc(NC(=O)C3CCCCC3)ccc2O1
 : 6	1.0	-27	nt	-12[16.7 µM]	2	9
CCCNC(=O)[C@@H]1[C@@H](CO)[C@@H]2Cn3c(ccc(-c4ccncc4)c3=O)[C@@H]2N1C(=O)c1ccccc1F
 : -3	0.5	-12	nt	-2[16.7 µM]	13	nt
O=C(NCC(=O)N1CCCC1)c1ccc(Cl)cc1
 : -8	1.8	17	-1	-1	0	-37
O=[N+]([O-])c1cc([N+](=O)[O-])c(N2CCCCCC2)cc1NCCO
 : nt	nt	26	-9	2	nt	nt
Cc1ccc(S(=O)(=O)N(C)c2ccccc2C(=O)Nc2c(F)cccc2F)cc1
 : 2	1.5	-7	2	5	1	1
CCOC(=O)C1CCCN(C(=O)CCc2nc3sc4c(c3c(=O)[nH]2)CCCC4)C1 (stereo not given)
 : 4	-0.1	16	-20	1	-3	-13
CC(C(=O)N1CCN(Cc2ccccc2)CC1)n1ncn2cccc2c1=O (stereo not given)
 : -4	-0.3	6	-1	-7	2	8
CC(C)(C)CNC(=O)C1(C)CCN1C(=O)Cc1ccc(C(C)(C)C)cc1 (stereo not given)
 : 9	-0.3	-14	8	2	8	-2
COCc1[nH]nc2c1C(c1ccccc1)N(c1ccccc1)C2=O (stereo not given)
 : -12	-3.4	2	0	nt	14	-5
COc1cccc(-c2ccc(CC[C@H]3O[C@H]4CC[C@@H](CO)O[C@H]4C[C@H]3NC(=O)c3cnccn3)cc2)c1
 : -3	-3.3	nt	nt	nt	7	-29
CC(C)(C)NC(=O)NC(=O)CSc1ncccn1
 : 0	0.4	nt	1	-6	2	-7
COc1ccc(NC(=O)C2CCC(C(C)(C)C)CC2)cc1S(=O)(=O)N1CCCCC1 (stereo not given)
 : nt	nt	-17	2	nt	nt	2
Cn1nccc1/C=N\NC(=O)c1ccc(Cl)cc1
 : nt	1.3	19	nt	-2	15	2

3 compounds out of the list above, ordered by the number in DENV2 CPE, high to low.
compound	F508del corr	GSIS activator	miR122 inh	DENV2 CPE
CCCNC(=O)[C@@H]1[C@@H](CO)[C@@H]2Cn3c(ccc(-c4ccncc4)c3=O)[C@@H]2N1C(=O)c1ccccc1F	0.5	-12	-2[16.7 µM]	13
CC(C)(C)CNC(=O)C1(C)CCN1C(=O)Cc1ccc(C(C)(C)C)cc1 (stereo not given)	-0.3	-14	2	8
COc1cccc(-c2ccc(CC[C@H]3O[C@H]4CC[C@@H](CO)O[C@H]4C[C@H]3NC(=O)c3cnccn3)cc2)c1	-3.3	nt	nt	7

Later entries
Values run as follows: EWS-Fli inh	F508del corr	GSIS activator	FN deposition inh	miR122 inh	DENV2 CPE	PAX8 reporter
Cc1ccccc1-c1ccc([C@@H]2[C@H]3CN(S(C)(=O)=O)CCCCN3[C@H]2CO)cc1
 : -5	-1.2	0	nt	18[16.7 µM]	-4	18
COc1ccc(C(=O)NCC(C)NC(=O)c2ccc(OC)c(OC)c2)cc1OC (stereo not given)
 : -4	4.8	nt	-4	nt	-2	9
CC(=O)c1ccc(-c2ccc([C@H]3[C@@H]4C=CCC[C@@]4(C)C(=O)N3Cc3ccccc3)c(F)c2)cc1
 : 27	-1.8	4	8	0	1	37
CCN1CCSc2ccc(C(=O)NCc3cccc(Br)c3)cc21
 : 4	1.6	-12	1	8	2	4
C[C@@H]1CN([C@H](C)CO)C(=O)c2cc(NC(=O)C3CCCCC3)ccc2O[C@H]1CN(C)S(=O)(=O)c1ccccc1
 : -4	-4.3	-8	nt	-5[16.7 µM]	-6	-5
Cc1ccc(C)c(NC(=S)NNC(=O)c2cc3c(s2)CCC(C)C3)c1 (stereo not given)
 : nt	nt	-16	-3	nt	nt	-20
CCCNC(=O)N[C@H]1CC[C@H](CCNS(=O)(=O)c2cccc(F)c2)O[C@@H]1CO
 : 2	-0.6	13	2	20[16.7 µM]	-4	-12
Cc1ccc(OCC(=O)Nc2ccc(C(N)=O)cc2)cc1
 : 4	2.2	5	-3	15	1	6
COc1ccc(-n2nc(C(=O)NCC(=O)N3CCCCC3)c3ccccc3c2=O)c(OC)c1
 : -46	-1.1	-7	-1	-11	4	-25
Cc1cc(C(=O)N/N=C/c2ccc(-c3cccc(Cl)c3)o2)n[nH]1
 : 2	-2.7	-7	0	22	3	-9
CN(CC(=O)Nc1ccc(F)cc1)C(=O)COc1ccccc1Cc1ccccc1
 : 9	2.3	-25	1	-1	-2	32
C[C@H](CO)N1C[C@H](C)[C@H](CN(C)C(=O)Nc2cccc3ccccc23)Oc2ccc(NC(=O)CCC(F)(F)F)cc2CC1=O
 : -1	-0.5	19	4	-9[16.7 µM]	-5	14
COCC(=O)N1C[C@H]2[C@@H](c3ccccc31)[C@H](CO)N2Cc1ccccc1Cl
 : 0	1.2	-2	nt	-25[16.7 µM]	20	20
CC(C)Oc1ccc(CCC(=O)NNC(=S)Nc2ccccc2)cc1
 : 9	-2.2	-20	-10	15	2	-6
COc1ccc(-c2noc(CCC(=O)N3CCN(c4ccc(Cl)cc4)CC3)n2)cc1
 : -7	2.1	-1	6	-3	12	-14
O=C(COc1ccccc1Cl)Nc1ccc(C(=O)N2CCCCC2)cc1
 : -21	-0.9	-2	-8	nt	6	-11
CC1(C(=O)NS(=O)(=O)Cc2cccc(Cl)c2)CCN1C(=O)CCc1cccs1 (stereo not given)
 : 5	1.6	-6	-1	7	-2	4
Nc1ccc(N=Nc2ccc(O)cc2)c(N)n1
 : -80	-1.8	-16	17	nt	-10	-190
CC(CSc1nnnn1-c1ccccc1)Cn1c(N2CCCC2)nc2c1c(=O)[nH]c(=O)n2C (stereo not given)
 : nt	nt	19	-3	nt	nt	-8
CC(=O)N1c2ccc(S(=O)(=O)NCC3CCC(C(=O)Nc4cc(C)ccn4)CC3)cc2CC1C (stereo not given)
 : nt	0.0	-29	4	-11	-6	5
COc1ccc(C(=O)NC(CC(C)C)C(=O)O)cc1OC (stereo not given)
 : nt	nt	nt	1	2	nt	1
COc1ccccc1NC(=O)CSc1nccn1Cc1ccc(F)cc1
 : 0	-3.3	-6	4	-3	?	-4
Cc1cccc2sc(NNC(=O)C3=COCCO3)nc12
 : 0	-1.0	2	-3	nt	-2	-9
CN(C(=O)Cn1cc(C#N)c2ccccc21)c1ccccc1
 : 12	nt	0	2	nt	-3	20
